Compound activity (PubChem BioAssay)
MITF primary: MITF inhibitors, primary screen, biochemical, AlphaScreen, human. inhibition, % at 2.6 µM. AlphaScreen MITF homodimerization, bead proximity signal. 650,000 tested, 0.91% active; in the data active means inhibition above about 50%;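 further: 0% = vehicle wells with protein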
Target sequence (O75030 whole entry, looked up): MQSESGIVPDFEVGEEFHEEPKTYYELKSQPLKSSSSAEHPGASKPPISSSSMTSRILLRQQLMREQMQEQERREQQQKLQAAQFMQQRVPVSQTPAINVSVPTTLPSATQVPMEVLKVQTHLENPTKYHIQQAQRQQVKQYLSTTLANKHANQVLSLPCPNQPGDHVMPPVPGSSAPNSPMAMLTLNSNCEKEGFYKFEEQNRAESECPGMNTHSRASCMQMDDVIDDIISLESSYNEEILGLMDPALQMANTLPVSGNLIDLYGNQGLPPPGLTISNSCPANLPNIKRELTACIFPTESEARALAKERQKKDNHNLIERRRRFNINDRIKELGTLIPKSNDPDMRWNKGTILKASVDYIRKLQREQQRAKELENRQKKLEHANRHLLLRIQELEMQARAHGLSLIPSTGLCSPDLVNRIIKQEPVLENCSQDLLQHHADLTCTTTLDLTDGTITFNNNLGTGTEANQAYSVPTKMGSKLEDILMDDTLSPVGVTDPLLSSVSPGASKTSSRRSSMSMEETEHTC
GPR151 ag: activators of human GPR151, primary screen, cell-based, PathHunter beta-arrestin, luminescence | activation, % at 11.2 µM | AID 1508602, 2020 | G-protein coupled receptor 151 (Homo sapiens), Q8TDV0 | 650,000 tested, 1% active | PathHunter beta-arrestin GPR151 cells; in the data active means activation above about 4.9%;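 further: 0% = median of compound wells and 100% = cells with positive control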
Target sequence (Q8TDV0 whole entry, looked up): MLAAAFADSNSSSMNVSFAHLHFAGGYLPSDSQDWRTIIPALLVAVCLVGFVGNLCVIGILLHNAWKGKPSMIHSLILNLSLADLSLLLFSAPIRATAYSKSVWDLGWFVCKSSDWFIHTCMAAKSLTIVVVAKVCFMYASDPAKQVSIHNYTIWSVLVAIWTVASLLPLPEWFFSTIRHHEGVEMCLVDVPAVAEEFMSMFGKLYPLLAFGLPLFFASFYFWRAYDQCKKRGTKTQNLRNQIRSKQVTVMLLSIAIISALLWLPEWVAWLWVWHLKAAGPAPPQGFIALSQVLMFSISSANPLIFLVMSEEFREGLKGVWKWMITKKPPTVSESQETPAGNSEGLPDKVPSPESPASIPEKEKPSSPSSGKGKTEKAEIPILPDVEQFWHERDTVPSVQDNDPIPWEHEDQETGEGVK
TEAD-YAP inh: TEAD-YAP interaction inhibition, primary screen, TEAD-YAP interaction inhibitor project, luminescence, HEK-TIYL cells; TEAD-Gal4/YAP UAS-luciferase luminescence; inhibition, % at 9.12 µM; 640,000 tested, 1.4% active; in the data active means inhibition above about 32%;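 further: 0% = median of test compound wells and 100% = reference inhibitor wells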
FBW7 act: FBW7 E3 ligase activators, primary screen, biochemical, AlphaScreen, human; AlphaScreen FBW7–phospho-cyclin E peptide binding, activator screen; AID 1259310, 2017; 650,000 tested, 0.13% active; normalized activity (activation), % at 26.1 µM; in the data active means normalized activity above about 1.9%;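 further: purified mutant Fbw7 with reduced substrate affinity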
* hit, by the source's call; & = joins results of further samples.

nr	SMILES	MITF primary	GPR151 ag	TEAD-YAP inh	FBW7 act
1	CCOC(=O)c1c(C)n(-c2ccc(OC)cc2)c2cc(Br)c(OC)cc12	-8	-0.6	-1	0.1
2	O=C(Cc1ccccc1)Nc1ccccc1-c1nc2ccccc2s1	-5	1.2	-7	0.3
3	COc1ccc(-n2c(C)cc3cc(OC(C)=O)ccc32)cc1	3	0.8	1	-0.1
4	O=C1CCC(CCNCc2ccccc2F)N1Cc1cccc(F)c1 (configuration not stated)	-1	-1.3	-11	0.1
5	Cc1ccc(-c2n[nH]c(C(C)NC(=O)NC3CCCCC3)n2)cc1 (configuration not stated)	-4	1.3	1	-0.1
6	N#C/C(=C/c1ccc(Br)o1)c1cccc(F)c1	14	-0.3	0	0.8
7	CCCN(CCC)C(=O)c1c[nH]c2ccc(S(=O)(=O)N(C)c3cc(C)ccc3C)cc2c1=O	0	0.2	1	0.0
8	COCCn1c(=O)[nH]c2nc(-c3cccc(NS(C)(=O)=O)c3)cnc21	4	0.4	8	-0.2
9	COc1cc(NC(=O)COc2ccc(F)cc2)c(OC)cc1NC(C)=O	14	0.1	-4	0.2
10	CN(C)CCCNCc1ccccn1	19	-1.6	3	-1.4

Individual results from the results shown.
MITF primary result of compound 7 reads 0
TEAD-YAP inh result of compound 6 reads 0

The main list resumes, starting 4 compounds before the break.
nr	SMILES	MITF primary	GPR151 ag	TEAD-YAP inh	FBW7 act
7	CCCN(CCC)C(=O)c1c[nH]c2ccc(S(=O)(=O)N(C)c3cc(C)ccc3C)cc2c1=O	0	0.2	1	0.0
8	COCCn1c(=O)[nH]c2nc(-c3cccc(NS(C)(=O)=O)c3)cnc21	4	0.4	8	-0.2
9	COc1cc(NC(=O)COc2ccc(F)cc2)c(OC)cc1NC(C)=O	14	0.1	-4	0.2
10	CN(C)CCCNCc1ccccn1	19	-1.6	3	-1.4
11	CC1=C(C(=O)OCc2ccccc2)C(c2ccc3c(c2)OCO3)NC(=O)N1 (configuration not stated)	12	0.5	-5	0.2
12	NS(=O)(=O)c1cccc(S(=O)(=O)c2ccccc2)c1	-3	-0.5	9	0.0
13	COC(=O)COc1ccccc1/C=C(/C#N)c1nc2ccc(C)cc2[nH]1	-19	0.0	12	-0.1
14	Cc1cccc(C(=O)Nc2sc3c(c2C(=O)N2CCOCC2)CCC3)c1	-7	2.6	-3	0.1
15	O=Cc1ccc(OCc2ccc(C(=O)O)cc2)c(I)c1	22	-0.9	-1	0.4
16	COc1ccc(OCC(O)CNS(=O)(=O)c2ccc(Cl)cc2)cc1 (configuration not stated)	-1	0.3	8	-0.1
17	O=C(N=C1N=C2C=CC(I)=CN2Cc2ccccc21)C1CCCCC1	5	1.6	-44	0.4
18	CC(Oc1ccc(Br)cc1)C(=O)N1CCCCCC1 (configuration not stated)	19	-0.2	1	0.2
19	O=C1CCCN1CCCNc1nc(NCc2ccc3c(c2)OCO3)nc2c1ncn2CCN1CCCC1=O	-4	0.1	-8	-0.1
20	COc1cc(/C=C/c2ccncc2)ccc1OC(=O)c1ccc(F)cc1	-5	-4.8	-18	-0.1
21	Cc1ccc2c(c1)c(=O)c1ccccc1n2CC(=O)N1CCC(C)CC1	9	-0.6	5	0.8
22	COc1cc2nc(/C=C/c3ccccc3F)n(-c3ccc(C)cc3C)c(=O)c2cc1OC	2	-0.3	11	0.3
23	O=C(CCC1(C(=O)O)CCC(=O)NC1)NCc1ccccc1 (configuration not stated)	1	-0.2	-12	-0.1
24	NC(=O)c1cc2c(ccc3ccccc32)oc1=Nc1ccccc1F	7	-0.6	4	-0.1
25	COc1ccc(N2C(=O)C(Cl)=C(Oc3cccc(OC)c3)C2=O)cc1	3	0.6	14	0.0
26	COc1ccc(/C=N/NC(=O)c2ccc(NC(C)=O)cc2)cc1CN1CCOCC1	-5	2.4	4	0.0
27	CCC(CC)C(=O)Nc1ccc(C)cc1	18	-0.4	-4	0.3
28	CCOC(=O)Cc1ccc(NS(=O)(=O)Cc2ccccc2)cc1	18	-1.9	13	0.1
29	CCN(Cc1ccccc1)Cc1nc(NCCCOC)c2cc(C)ccc2n1	1	0.3	5	-0.3
30	N#Cc1c(NC(=O)C2C3C=CC(C3)C2C(=O)O)sc2c1CCCCC2 (configuration not stated)	5	0.6	10	0.3
31	COc1ccc(Cc2nnc(SCC(=O)Nc3ccccc3)o2)cc1	12	0.2	2	0.3
32	C=CCOc1ccc(C(=O)N2CCC(c3c(S(C)(=O)=O)cnc4ncnn34)CC2)cc1	3	4.4	-6	-0.1
33	CCOc1ccc(-c2[nH]ncc2Oc2ccccc2)c(O)c1	-9	0.6	-5	-0.1
34	O=C(Nc1ccc(-c2nc3ccccc3o2)c(O)c1)C1CCCN1C(=O)OCc1ccccc1 (configuration not stated)	19	2.0	-48	0.0
35	CC(=O)c1cccc(NC(=O)c2cccc(N3C(=O)c4ccccc4C3=O)c2)c1	-3	2.7	-1	0.1
36	Cc1ccnc(NC(=O)CCC(=O)N(CC(=O)NC(C)(C)C)C2CCCC2)c1	4	0.3	5	-0.1
37	COc1ccc(-n2cc(-c3ccccc3)nc2SCC(=O)Nc2ccccc2Cl)cc1	11	1.5	-1	0.3
38	COc1cc(CN2CCN(Cc3cn(C)nc3C)CC2CCO)cc(OC)c1 (configuration not stated)	1	-0.9	-3	-0.1
39	O=C(CN1CC(c2ccccc2)CC1=O)NCC1Cc2cc(F)cc(-c3cnccn3)c2O1 (configuration not stated)	11	0.9	2	0.0
40	CCCC(c1nnnn1C(C)(C)CC)N1CCN(C(=O)c2ccco2)CC1 (configuration not stated)	13	-0.8	0	0.4
41	COc1c(Cl)cc(Cl)cc1/C=c1\sc2nc(-c3ccccc3)c(-c3ccccc3)n2c1=O	-7	1.6	-9	0.0
42	CCS(=O)(=O)c1c(S(=O)(=O)CC)c2cc(C(C)(C)C)ccn2c1C(=O)c1ccc(Cl)cc1	-9	0.1	10	0.1
43	O=C(O)C1=NN(c2ccccc2)C(=O)/C1=C/c1cccs1	14	-1.3	8	0.2
44	Cc1cccc(C(=O)NCc2nc(-c3ccc(Cl)cc3)no2)c1	7	1.1	9	0.3
45	COc1ccccc1CC(=O)Nc1ccc(-c2nnc3n2CCCCC3)cc1	-1	1.2	-11	-0.1
46	Nc1cccc(-c2ccc(C(=O)NC3CCN(Cc4ccccc4)CC3)s2)c1	4	1.2	-1	-0.2
47	COc1ccc(C(=O)CSc2nc3scc(-c4ccccc4)c3c(=O)n2-c2ccccc2)cc1	-8	-1.8	3	0.0
48	CCOc1c(Br)cc(C2Nc3ccccc3-c3nnc(SCC)nc3O2)cc1OC (configuration not stated)	-5	-0.1	-25	-0.1
49	COCCn1c(=NC(=O)C(C)C)sc2cc(Br)ccc21	-2	2.8	-5	0.0
50	Cc1ccc(OC(=O)N2CCN3C(=O)[C@H]4CCCN4C(=O)[C@H]3C2)cc1	0	0.4	-1	-0.4

Five entries already listed, sorted by count of non-hydrogen atoms, smallest number first:
nr	SMILES	MITF primary	GPR151 ag	TEAD-YAP inh	FBW7 act
28	CCOC(=O)Cc1ccc(NS(=O)(=O)Cc2ccccc2)cc1	18	-1.9	13	0.1
14	Cc1cccc(C(=O)Nc2sc3c(c2C(=O)N2CCOCC2)CCC3)c1	-7	2.6	-3	0.1
48	CCOc1c(Br)cc(C2Nc3ccccc3-c3nnc(SCC)nc3O2)cc1OC (configuration not stated)	-5	-0.1	-25	-0.1
37	COc1ccc(-n2cc(-c3ccccc3)nc2SCC(=O)Nc2ccccc2Cl)cc1	11	1.5	-1	0.3
47	COc1ccc(C(=O)CSc2nc3scc(-c4ccccc4)c3c(=O)n2-c2ccccc2)cc1	-8	-1.8	3	0.0

(next part)
Keys – A = MITF primary; B = GPR151 ag; C = TEAD-YAP inh; D = FBW7 act
51) O=C(CCCn1c(SCC(=O)c2ccc(F)cc2)nc2ccccc2c1=O)NCc1cccc(Cl)c1
  A: -10; B: 0.0; C: -1; D: -0.1
52) CCOC(=O)N1CCN(C(=O)CN(C)S(=O)(=O)c2cc(OC)ccc2OC)CC1
  A: 0; B: 1.1; C: -5; D: -0.7
53) Cc1cc(C)c(NC(=O)Nc2ccc(Cl)c(Cl)c2)c(Cl)n1
  A: 20; B: 0.0; C: 0; D: 0.1
54) O=C1C2C3c4ccccc4C(c4ccccc43)C2C(=O)N1CCCCO (configuration not stated)
  A: -1; B: 0.5; C: -1; D: 0.0
55) Cc1ccc(NC(=O)C2CCCN2S(=O)(=O)c2cccc3cccnc23)cc1C (configuration not stated)
  A: 3; B: 0.2; C: -35; D: 0.2
56) Cc1c(N2C(=O)CSC2c2ccc([N+](=O)[O-])cc2)c(=O)n(-c2ccccc2)n1C (configuration not stated)
  A: 2; B: 1.3; C: -1; D: 0.0
57) CC(C)CC(NC(N)=O)C(=O)OCC(=O)N(Cc1ccccc1)Cc1ccccc1 (configuration not stated)
  A: 9; B: -0.2; C: -5; D: 0.0
58) COc1ccc(-c2[nH]nc3c2C2(C(=O)N(CC(=O)O)c4ccccc42)C(C#N)=C(N)O3)cc1 (configuration not stated)
  A: -7; B: 1.3; C: 12; D: -0.2
59) CC(C)c1ccc2c(c1)c1c(n2C)C(=O)CCC1
  A: 0; B: 2.0; C: 1; D: 0.1
60) CCCCNc1ncnc(N)c1[N+](=O)[O-]
  A: -1; B: 3.3; C: 21; D: 0.1
61) O=C1N[C@@H](C(=O)Nc2ccc(-c3cn[nH]c3)cc2)Cc2ccccc21
  A: 20; B: -0.7; C: 13; D: 0.3
62) CCc1cccc(OCC(=O)Nc2ccccc2C(N)=O)c1
  A: 0; B: 10*; C: -22; D: -0.2
63) CCOC(=O)C(C)Oc1ccc(C#N)cc1OC (configuration not stated)
  A: 7; B: 0.1; C: 6; D: 0.1
64) CCOc1cc(/C=c2\sc3nc4ccccc4n3c2=O)cc(Cl)c1O
  A: 14; B: 0.0; C: 7; D: 0.4
65) Cc1ccc(S(=O)(=O)CC(=O)Nc2ccc(Br)cc2)cc1
  A: 7; B: -0.7; C: 7; D: -0.1
66) CCc1ccc(C2C(C#N)=C(N)N(c3cc([N+](=O)[O-])ccc3C)C3=C2C(=O)CCC3)s1 (configuration not stated)
  A: 0; B: -1.0; C: -13; D: 0.0
67) Cc1csc(NC(=O)c2ccc(Cl)c([N+](=O)[O-])c2)n1
  A: 28; B: -0.4; C: -1; D: -0.1
68) N=C1C(c2nc3ccccc3s2)=C(O)CN1c1cccc(C(=O)O)c1
  A: -6; B: 0.7; C: -4; D: -0.1
69) COc1cccc(CC(=O)Nc2cnn(-c3cccc(C(=O)Nc4ccc(N5CCOCC5)cc4)c3)c2)c1
  A: 12; B: 0.0; C: -8; D: 0.0
70) COc1cccc(C(=O)Nc2ccc3oc(-c4ccc(Cl)c(Cl)c4)nc3c2)c1
  A: 15; B: -1.9; C: -6; D: 1.4
71) CNC(=S)N1CCN(S(=O)(=O)c2ccc3ccccc3c2)CC1
  A: 3; B: 1.7; C: -6; D: 0.0
72) CC12Oc3ccc(Cl)cc3C(NC(=S)N1c1cccc(Br)c1)C2C(=O)Nc1ccc(Cl)cc1 (configuration not stated)
  A: 32; B: -0.3; C: -1; D: 0.2
73) Nc1nc(COc2ccc(-n3cnnn3)cc2)nc(N2CCCCC2)n1
  A: 0; B: -0.5; C: -6; D: 0.0
74) C1CCC2=C(CC1)C1(CCCCCC1)Nc1nnnn12
  A: -2; B: -0.6; C: 8; D: 0.0
75) COc1ccc(-c2nnc(SCc3cc(=O)n4ccsc4n3)n2C(C)C)cc1
  A: -5; B: 1.7; C: -10; D: -0.2
76) O=C(O)c1ccc([N+](=O)[O-])c2c1NC(c1ccc([N+](=O)[O-])cc1)C1CC=CC21 (configuration not stated)
  A: 85*; B: 0.0; C: 6; D: -1.4
77) CCC1CN(C(=O)c2ccncc2)Cc2ccc(Cl)cc2O1 (configuration not stated)
  A: 18; B: -0.7; C: -5; D: 0.2
78) O=C(Nc1ccc(NS(=O)(=O)c2ccc(Br)c(C(=O)Nc3ccccc3)c2)cc1)c1ccccc1
  A: 5; B: 1.7; C: -10; D: 0.1
79) C=CCOc1ccc(/C=C2\NC(=S)NC2=O)cc1
  A: 9&-2; B: -0.5&4.5; C: -3&-1; D: 0.8&-0.2
